TDP2 inh: TDP2 (human) inhibition, absorbance primary screen; O95551; recombinant TDP2, T5PNP hydrolysis, p-nitrophenol absorbance 415 nm; inhibition, % at 12.8 µM; actives 0.34% (n = 370,000); AID 720702;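 active = inhibition above the mean of all tested compounds plus 3 SD, set per campaign, cut at about 25% in these data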;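 note: 0% = DMSO with enzyme and 100% = buffer with substrate but no TDP2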
Target sequence (O95551 whole entry, looked up): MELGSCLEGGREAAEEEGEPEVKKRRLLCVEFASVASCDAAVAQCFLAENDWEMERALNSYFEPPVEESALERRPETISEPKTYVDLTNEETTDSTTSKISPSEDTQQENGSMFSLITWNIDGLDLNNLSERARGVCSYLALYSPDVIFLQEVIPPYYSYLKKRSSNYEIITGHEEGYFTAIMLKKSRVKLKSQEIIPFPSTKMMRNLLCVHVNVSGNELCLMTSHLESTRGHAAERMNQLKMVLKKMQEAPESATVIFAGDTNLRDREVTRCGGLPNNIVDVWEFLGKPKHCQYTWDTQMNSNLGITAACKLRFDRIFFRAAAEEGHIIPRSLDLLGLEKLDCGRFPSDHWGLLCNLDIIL
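System – recombinant human TDP2 · Quantity – TDP2 enzyme at 120 nM final · Doses – single concentration, 12.8 µM nominal, with 1% DMSO · Incubation – 2 h at 37 °C · Measured by – epi absorbance of p-nitrophenol freed from T5PNP by hydrolysis · Read-out – % inhibition relative to enzyme-containing and enzyme-free wells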
TCR CD3 inh: human TCR-CD3 binding inhibition | TAMRA-labeled TCR probe fluorescence, biochemical | inhibition, % at 9.4 µM | actives 0.37% (n = 360,000) | AID 651800; in the data active = inhibition above about 19%;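 note: recombinant mutant TCR 2C K166C tagged with TAMRA read by polarization; 0% = receptor in buffer alone and 100% = receptor with positive control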
mABHD4 FP: inhibits mouse alpha/beta hydrolase domain 4; Q8VD66; purified mABHD4, FP-Rh probe fluorescence polarization; inhibition, % at 8.92 µM; actives 0.54% (n = 370,000); AID 720543;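 active = inhibition exceeding the mean over every tested compound plus 3 SD, cut at about 30% in these data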;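 note: 0% = plate median of compound wells and 100% = S159A mutant with DMSO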
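Assay system: mABHD4 protein; medium: HEPES pH 7.0, NaCl, Pluronic buffer; dosing: 8.92 µM, single dose; schedule: 45 min + 60 min at 25 °C; signal: FP readout, ex 525 nm / em 598 nm; read-out: normalized percent inhibition of probe labeling; repeats: single replicate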
MBD2 DNA inh: MBD2-methylated oligo binding inhibition. TR-FRET, MBD2 binding to methylated oligonucleotide. AID 686964. actives 0.31% (n = 370,000). Q9UBB5. inhibition, % at 4.4 µM; in the data active = inhibition above about 13%
PRMT1 inh: inhibitors of human PRMT1. inhibition, % at 2.79 µM. recombinant PRMT1, activity-based probe fluorescence polarization. Q99873. actives 1.3% (n = 370,000);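 active = inhibition above about 21% made by adding two undisclosed values, limit read from the data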
NPR2 activator: GC-B (human) receptor activation; HEK293-GC-B cells, CNP EC30, cGMP TR-FRET; 0% at EC30 CNP, 100% saturating CNP; activation, % at 10 µM; actives 0.11% (n = 370,000); AID 1920062;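 active = activation at 10 µM reaching about 35% in either raw or pattern-adjusted values, limit read from the data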
LEDGF integ inh: blocks HIV-1 LEDGF/p75-dependent DNA integration; inhibition, % at 3.7 µM; actives 0.64% (n = 370,000); TR-FRET IN-LEDGF/p75 DNA integration, Eu/Cy5;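 active = inhibition above the screen-wide mean plus 3 SD, cut at about 13% in these data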;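 note: signal is the Cy5 over europium emission ratio at 671 and 618 nm; 0% = plate median of compound wells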
SIAE primary: inhibitors of human sialic acid acetylesterase SIAE; Q9HAT2; SIAE FP-Rh probe binding, fluorescence polarization; inhibition, % at 9.66 µM; actives 0.69% (n = 370,000); AID 1053197;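 active = inhibition above a cutoff: mean of compounds within the control limits plus 3 SD of those, cut at about 17% in these data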;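 note: 0% = plate median of compound wells and 100% = probe without SIAE protein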
rCAG RNA binder: binds r(CAG) RNA repeats | actives 1.3% (n = 370,000) | inhibition, % at 3 µM | r(CAG) RNA repeat, TO-PRO-1 dye displacement fluorescence | AID 651821;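 active = inhibition above the plate cutoff, the mean of all test compounds on that plate plus 3 SD, cut at about 35% in these data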;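 note: 0% = DMSO alone and 100% = 100 µM mitoxantrone as full dye displacement; higher means more dye released from RNA so lower well fluorescence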
HTRA1 inh: HTRA1 (human) protease inhibition | recombinant HTRA1, FP-rhodamine activity-based probe, fluorescence polarization | inhibition, % at 5.96 µM | actives 0.5% (n = 340,000) | AID 504803; in the data active = inhibition above about 36%;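 note: 0% = enzyme with DMSO and 100% = wells lacking enzyme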
Target sequence (Q92743 whole entry, looked up): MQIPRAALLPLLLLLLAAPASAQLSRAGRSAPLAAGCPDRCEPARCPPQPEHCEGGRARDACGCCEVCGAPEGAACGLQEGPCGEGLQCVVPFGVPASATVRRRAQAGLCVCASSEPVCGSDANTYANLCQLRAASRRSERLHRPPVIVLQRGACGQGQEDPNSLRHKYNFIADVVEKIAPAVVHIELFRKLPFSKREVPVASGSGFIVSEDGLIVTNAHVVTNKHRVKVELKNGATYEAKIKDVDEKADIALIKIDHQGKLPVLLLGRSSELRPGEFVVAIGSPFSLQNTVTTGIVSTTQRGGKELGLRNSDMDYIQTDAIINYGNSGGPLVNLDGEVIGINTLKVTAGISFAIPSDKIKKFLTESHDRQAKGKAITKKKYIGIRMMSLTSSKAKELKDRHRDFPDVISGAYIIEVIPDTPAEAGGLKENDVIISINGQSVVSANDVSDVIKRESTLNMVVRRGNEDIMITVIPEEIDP
* = called active by the depositor; nt = not tested or not shown. Not all compounds are listed; the hit share may differ from the screen's.

Each structure is followed by: TDP2 inh	TCR CD3 inh	mABHD4 FP	MBD2 DNA inh	PRMT1 inh	NPR2 activator	LEDGF integ inh	SIAE primary	rCAG RNA binder	HTRA1 inh
COc1ccc(NC(=O)CSc2cc(C)ccc2C)cn1
→ -5	0	-4	-3	-2	-4	0	-4	-5	-3
CCCCNC(=O)CN(c1ccc(Cl)c(Cl)c1)S(C)(=O)=O
→ -6	0	-3	5	0	0	-3	5	-3	7
Cc1ccc(-n2[nH]c(C)c(C=Nc3ccc4[nH]c(=O)[nH]c4c3)c2=O)cc1C
→ 0	-1	1	-5	13	-7	-6	5	-7	6
CC(=O)N1CC[n+]2c(-c3ccc(Cl)cc3Cl)csc21
→ 10	12	7	2	57*	3	1	2	6	3
CC(Nc1nc(-c2ccc3c(c2)NC(=O)CO3)cs1)c1ccccc1 (stereo not given)
→ -11	2	15	0	0	-2	0	9	3	-7
C=CCn1c(-c2cccn(Cc3ccccc3)c2=O)n[nH]c1=S
→ -3	5	8	-4	1	3	-1	-1	4	-2
CC1=C(C)CC(C(=O)c2ccccc2)C(C(=O)O)C1 (stereo not given)
→ 9	3	3	-4	1	4	-2	2	2	3
COc1ccc(CN2C(=O)CC(Cc3cc(C)cc(C)c3)C2=O)cc1OC (stereo not given)
→ 4	4	-2	-4	-3	-1	6	3	-1	-3
Cc1ccc(NC=C(S(=O)(=O)c2ccccc2)S(=O)(=O)c2ccccc2)c(C)c1
→ -19	-11	-17	-7	-1	-1	-2	-7	2	-1
CC1CCc2c(nc3ncnn3c2N2CCN(c3ccccc3F)CC2)C1 (stereo not given)
→ 0	7	5	-4	-4	5	1	-4	-1	1
CCCN1CCN(C(=O)c2oc3c(Cl)cccc3c2C)CC1
→ 3	-5	5	1	2	2	-4	3	-6	-7
O=C(COc1ncnc2ccccc12)NC1CCCCC1
→ -1	-1	3	-4	2	0	1	-4	0	10
Cc1cc(N(C)C)c(C#N)c(N2CCOCC2)n1
→ -12	2	6	-1	1	-7	-7	11	6	3
O=C(CCl)Nc1ccc(S(=O)(=O)NC2=NCCCCC2)cc1
→ -16	3	-10	2	-1	6	17*	-7	4	3
COc1ccc2oc(=O)c(C(=O)NCCc3ccc(OC)c(OC)c3)cc2c1
→ -2	7	-2	-4	-2	-5	1	3	-3	-2
COc1ccc(OCC(=O)N/N=C/c2cccc3cccnc23)cc1
→ -4	-7	-15	4	5	-5	0	-7	-3	-5
CCN(CC)S(=O)(=O)c1cc(NC(=O)CSCc2c(C)noc2C)ccc1C
→ 5	5	4	2	-3	0	1	-5	5	4
COc1ccc(N2C(=O)c3cccc4cccc(c34)C2=O)cc1
→ -1	6	-4	2	-2	-3	5	3	-3	1
CCC/C(O)=C1\C(=O)CC(C)(C)CC1=NCc1ccccc1
→ 3	3	-2	4	1	-6	-1	1	-9	5
Cc1cccc(CCNC(=O)c2ccc3c(c2)ncn3C2CCCCC2)c1
→ 1	nt	-4	-4	1	1	2	-4	0	nt
O=C(CCS(=O)(=O)c1ccc(Br)s1)N1CCc2ccccc21
→ -2	0	-2	5	-3	4	-2	0	-1	2
CN(C(=O)c1ccc(NC(=O)Cc2cccc(NC(=O)C3CCN(C(=O)C4CC4)CC3)c2)cc1)C1CC1
→ -5	6	-1	-5	-2	0	2	0	1	7
Cc1nn(C)c(C(=O)N/N=C/c2cccc(Oc3ccccc3)c2)c1Br
→ -13	-3	-17	-1	-2	4	1	-7	-2	-17
Nc1cnn(C2CCCO2)c(=O)n1 (stereo not given)
→ -7	-6	-1	3	4	10	-2	-4	-2	1
O=C1C[C@@H]2CCN3C(=O)CCC[C@@H]([C@H]23)[C@@H]1Cc1ccccc1
→ -11	6	-3	-2	-1	0	-2	-6	3	1
COc1cc2c(C(=O)N3CCN(c4ccccc4)CC3)c(C)oc2cc1Br
→ 2	-5	5	-2	-1	2	1	-3	1	-8
CC(C)(C)OC(=O)[C@H](NC(=O)OCc1ccccc1)c1ccccc1
→ -4	-4	-9	-5	1	-5	4	-8	-8	-17
CN(C)CCSc1nc(N)c2c3c(sc2n1)CN(C)CC3
→ -1	8	-2	8	1	8	-1	5	6	4
COC(=O)c1[nH]c2ccc(F)cc2c1NC(=O)Nc1ccc(OC)cc1
→ 1	-2	-2	0	3	0	-3	4	-3	3
COc1cccc(OC)c1OCC(C)CNCC1CCCO1 (stereo not given)
→ 3	-1	15	0	0	-1	-2	6	-5	9
CO/N=C/c1ccc(N2CCOCC2)c([N+](=O)[O-])c1
→ 15	5	-5	1	-1	-5	1	8	-4	-3
Cc1ccc(C)c(N2CCN(C(c3ccccc3)c3nnnn3C(C)(C)C)CC2)c1 (stereo not given)
→ -10	-3	7	-6	-3	-4	-9	1	3	nt
CNC(=O)CSc1nnc(-c2cnccn2)n1C
→ 10	-2	1	1	-1	1	0	-3	1	-2
CN1CCN(S(=O)(=O)c2ccc(N3CCc4ccccc4C3)nc2)CC1
→ -2	-3	5	0	4	0	3	3	-2	2
Cn1c(SCC(=O)NCCC2=CCCCC2)nnc1C(F)(F)F
→ 3	-2	-6	1	2	-3	-1	0	-1	2
C=CC[C@H](CC(=O)N(CCO)Cc1ccccc1)C(=O)N[C@@H](C)COC(=O)[C@H](CC=C)CC(=O)OC(C)(C)C
→ -14	6	-3	-1	-1	1	-1	-9	-9	-3
CN1CCCN(Cc2nc(-c3cccc(C(F)(F)F)c3)no2)CC1
→ 13	5	-3	-4	-5	4	1	0	-2	7
COC(=O)C1C2C=CC(C3CC23)C1C(=O)OCC(=O)c1ccc(OC)cc1 (stereo not given)
→ 10	-3	5	0	-4	3	-2	-8	-7	-1
Cc1ccc(Cn2nnc3c(=O)[nH]c(C4CCN(S(=O)(=O)/C=C/c5ccccc5)CC4)nc32)cc1
→ -16	-1	-20	0	-2	-2	3	-24	13	-61
O=C(CNS(=O)(=O)c1cccs1)N1CCN(c2ccccn2)CC1
→ -11	5	1	5	-2	3	0	0	-3	2
Cc1cc2c(c(=O)n1C1CC1)C(c1cccc(Cl)c1)C(C#N)=C(N)O2 (stereo not given)
→ -6	3	12	2	-2	-3	0	-1	-6	0
COC(=O)c1sccc1NC(=O)c1cccnc1
→ -7	-3	-2	0	0	-1	2	1	1	0
Nc1nc(=S)c2ncn(C3OC(CO)C(O)C3O)c2[nH]1 (stereo not given)
→ 13	17	14	5	23*	14	9	6	28	-1
O=C(N/N=C/c1cccc(O)c1)NC1CCCCC1
→ 3	4	3	1	3	2	1	3	-1	2
COc1ccc(-n2c(SCC(=O)O)nc3sc4c(c3c2=O)CCC4)cc1
→ 10	0	-5	0	2	0	1	8	11	0

Entries of single compounds as entered above:
`Nc1nc(=S)c2ncn(C3OC(CO)C(O)C3O)c2[nH]1` (stereo not given) in the list: TDP2 inh: 13; TCR CD3 inh: 17; mABHD4 FP: 14; MBD2 DNA inh: 5; PRMT1 inh: 23*; NPR2 activator: 14; LEDGF integ inh: 9; SIAE primary: 6; rCAG RNA binder: 28; HTRA1 inh: -1
`CC(C)(C)OC(=O)[C@H](NC(=O)OCc1ccccc1)c1ccccc1` in the list: TDP2 inh: -4; TCR CD3 inh: -4; mABHD4 FP: -9; MBD2 DNA inh: -5; PRMT1 inh: 1; NPR2 activator: -5; LEDGF integ inh: 4; SIAE primary: -8; rCAG RNA binder: -8; HTRA1 inh: -17

Going on with the list:
Each structure is followed by: TDP2 inh	TCR CD3 inh	mABHD4 FP	MBD2 DNA inh	PRMT1 inh	NPR2 activator	LEDGF integ inh	SIAE primary	rCAG RNA binder	HTRA1 inh
N/C(CCS(=O)(=O)c1ccc(Cl)cc1)=N\OC(=O)c1ccccc1Cl
→ -2	7	-1	-1	0	1	-1	-1	-1	-4
COc1cccc(NC(=O)Cn2cc(C=O)c3ccccc32)c1
→ 3	1	3	3	3	-11	-4	-4	1	-20
COc1ccc(C(=O)N/C(=C\c2cn(C)c3ccccc23)C(=O)OCCN(C)C)cc1
→ 15	8	-1	-4	-8	-2	6	5	2	7
CC1CCC(NC(=O)COC(=O)c2ccc3ncsc3c2)CC1 (stereo not given)
→ -14	-1	-4	-6	3	3	6	-6	1	5
CC(C)CNC(=O)NC1C(NC(=O)NCC(C)C)N(C)C(=O)N1C (stereo not given)
→ -10	3	4	-1	-2	-2	-2	6	0	1
C[n+]1cccc(CNC(=O)/C=N/O)c1
→ -9	-2	10	1	3	-2	1	0	1	0
O=C(Cc1ccccc1)NCC1OCCc2ccccc21 (stereo not given)
→ 23	5	3	-6	0	3	-2	-6	0	2
CC1CCc2sc(C(=O)N(C)CC(=O)Nc3ccc(N4CCOCC4)cc3)cc2C1 (stereo not given)
→ 2	-13	7	3	1	1	-3	11	-1	-2
O=C1CCc2cc(S(=O)(=O)N3CCC(C(=O)NCc4ccccn4)CC3)ccc2N1
→ 8	0	-1	2	2	-5	-3	4	1	-3
COc1cccc(C2C(C#N)=C(N)Oc3cc(C)n(Cc4ccco4)c(=O)c32)c1 (stereo not given)
→ 2	7	1	1	10	3	3	-6	11	-7
COc1ccc(CNC(=O)c2[nH]c(C)c(C(C)=O)c2C)cc1
→ 2	8	3	4	2	-1	0	-3	3	-11
Cc1ccc(-c2nnc(Oc3cccc(C)c3)c3ccccc23)cc1
→ -2	-1	-13	-7	0	0	4	13	3	-10
O=C(NCCN1Cc2ccccc2C1=O)c1cccs1
→ -14	-3	-6	-4	-1	6	1	-7	1	10
CCOC(=O)c1sc(NC(=O)c2ccc(C)o2)nc1C
→ -21	-5	-5	-3	3	-1	5	-8	5	-4
Cc1nnc(N(C)C(=O)c2cnccn2)s1
→ -6	1	5	0	-9	-2	4	2	-2	-2
O=C(O)c1ccccc1Nc1cccc(OCc2ccc3ccccc3n2)c1
→ -12	4	36*	1	2	-4	3	11	70*	-3
Cc1ccccc1C(=O)c1cccn1CC(=O)NCCCc1ccccc1
→ -10	0	2	1	4	0	-4	0	-3	-18
COc1ccccc1CNC(=O)c1ccccc1SCC(=O)NCc1ccco1
→ 5	-2	-1	2	16	0	3	5	2	-2
CCOC(=O)C1CCN(C(=O)c2ccc3c(c2)OCCO3)CC1
→ -5	-7	-5	2	5	1	-5	-5	3	3
CCN1CCN(S(=O)(=O)c2c(C)[nH]c(C)c2C(=O)N2CCCCC2)CC1
→ 4	-3	-3	1	0	2	2	7	0	2
CC(NC(=O)c1cccnc1)C(c1cccs1)N1CCN(c2ccccc2F)CC1 (stereo not given)
→ -11	7	-6	0	-2	3	3	0	-5	-5
Cc1ccc(S(=O)(=O)n2ccc(OC(=O)c3cccs3)n2)cc1
→ 11	-6	2	7	3	5	-1	3	-8	14
CC(C)Nc1cc(N2CCCC2)ccc1[N+](=O)[O-]
→ -4	-1	1	-12	-3	1	2	2	2	-9
CCc1cccc2c1NC(=O)C21N2CCCC2C(C(=O)c2ccc3ccccc3c2)C12C(=O)Nc1ccccc12 (stereo not given)
→ -17	6	-2	8	6	0	0	-1	17	-36
COc1cc(/C=C2\SC(=S)N(NC(=O)c3ccc(O)c(OC)c3)C2=O)ccc1O
→ 2	-124	-200	0	1	-3	-1	-208	24	-183
Cc1ccc(F)c(NC(=O)CCc2ccccc2)c1
→ 4	5	-4	0	0	-1	-1	2	1	0
